HIF act: HIF pathway transcriptional activation | 0.32% of 300,000 active | AID 1910 | activation, % at 7.5 µM (by protocol) | U2OS HRE-luciferase reporter, luminescence; normalized: DMSO 0%, desferrioxamine 100%;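 active = mean activation of at least 10% of the iron chelator positive control signal, with at least half of replicates also reaching 10%; inconclusive = mean and replicate majority disagree about reaching 10%; inactive = mean and most replicates under 10%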
MrgX1 antagonist: human MrgX1 receptor antagonism, primary screen; MRGX1-HEK293 calcium flux, Fluo-4, BAM8-22 antagonism; stronger effect = lower value; B-score at 10 µM; 1.3% of 310,000 active;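 active = calcium-response B-score plate-corrected more than 3 library SD below zero, starting fluorescence within 5 deviations, no agonist response on first addition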;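 note: peak minus trough fluorescence over baseline after final BAM8-22 challenge near maximal dose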
TRPC4 agonist: activators of mouse TRPC4 channel | Q9QUQ5 | HEK293 TRPC4beta/mu-opioid, Fluo4 calcium fluorescence; stronger effect = higher value | B-score at 10 µM | 0.49% of 310,000 active;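 active = B-score above 5 SD of library B-scores, and initial fluorescence ratio not above library mean plus 5 SD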;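 note: positive B-score marks a calcium rise read as TRPC4 activation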
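System – HEK293 cells stably co-expressing mouse TRPC4beta and mu-opioid receptor · Signal – Fluo4 calcium-sensitive dye fluorescence, kinetic, 1 Hz baseline · Benchmarks – buffer (low) and maximal DAMGO (high) · Read-out – B score of integrated fluorescence ratio per well · Incubation – dye loading 45 min room temperature, 110 s kinetic read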
aSyn 5UTR inh: 5' untranslated region of α-synuclein, MLPCN primary screen; alpha-synuclein 5'UTR reporter, inhibitor activity; inhibition, % (tested at 7.5 µM); 0.82% of 300,000 active; AID 1813; in the data active = inhibition above about 60%; inconclusive = no clear call, values can overlap the other calls;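 note: H4 neuroglioblastoma cells stably carrying SNCA 5'UTR luciferase fusion; 0% = DMSO wells and 100% = positive control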
KLF5 inhibitor: inhibitors of KLF5 expression; DLD-1 KLF5 promoter-luciferase reporter, luminescence; inhibition, % at 5 µM; 0.23% of 290,000 active; AID 1700;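 active = inhibition above a per-plate limit of that plate's mean compound inhibition plus 3 SD, cut at about 60% in these data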;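 note: 0% = DMSO wells and 100% = LY294002 at 200 µM; higher means less KLF5 promoter-driven luciferase light; inactives centre near -14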
IEC-6 tox: IEC-6 cytotoxicity, counter-screen for KLF5 inhibitors | luminescence viability | inhibition, % at 5 µM | 0.78% of 290,000 active | AID 1825; in the data active = inhibition above about 22%;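 note: 0% = plate median of test compound wells and 100% = cytotoxic reference compound wells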
SKKanGAS inh: inhibitors of SKKanGAS S. pyogenes growth in kanamycin (SK-promoter or general growth effect); BacTiter-Glo, 6 h; inhibition, % at 7.5 µM; 1.3% of 300,000 active; AID 1662;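 active = mean replicate score, as percent of positive control median, at least 50; inconclusive = mean below 50 but one replicate at or above 50; inactive = mean and every replicate below 50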;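 note: strain carries kanamycin resistance gene driven by streptokinase promoter and grows in 40 µg/ml kanamycin; loss of luminescence reflects streptokinase promoter inhibition or plain growth inhibition; 0% = median of DMSO wells and 100% = positive control at its reference dose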
TRPC6 act: activators of mouse TRPC6 channel; Q61143; HEK293-TRPC6 membrane potential dye fluorescence; stronger effect = higher value; B-score at 10 µM; 0.13% of 310,000 active;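 active = B-score of the integrated fluorescence ratio above library mean plus 3 SD, and starting fluorescence ratio within library mean plus 5 SD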;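 note: higher score means more depolarization so channel activation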
Target sequence (Q61143 whole entry, looked up): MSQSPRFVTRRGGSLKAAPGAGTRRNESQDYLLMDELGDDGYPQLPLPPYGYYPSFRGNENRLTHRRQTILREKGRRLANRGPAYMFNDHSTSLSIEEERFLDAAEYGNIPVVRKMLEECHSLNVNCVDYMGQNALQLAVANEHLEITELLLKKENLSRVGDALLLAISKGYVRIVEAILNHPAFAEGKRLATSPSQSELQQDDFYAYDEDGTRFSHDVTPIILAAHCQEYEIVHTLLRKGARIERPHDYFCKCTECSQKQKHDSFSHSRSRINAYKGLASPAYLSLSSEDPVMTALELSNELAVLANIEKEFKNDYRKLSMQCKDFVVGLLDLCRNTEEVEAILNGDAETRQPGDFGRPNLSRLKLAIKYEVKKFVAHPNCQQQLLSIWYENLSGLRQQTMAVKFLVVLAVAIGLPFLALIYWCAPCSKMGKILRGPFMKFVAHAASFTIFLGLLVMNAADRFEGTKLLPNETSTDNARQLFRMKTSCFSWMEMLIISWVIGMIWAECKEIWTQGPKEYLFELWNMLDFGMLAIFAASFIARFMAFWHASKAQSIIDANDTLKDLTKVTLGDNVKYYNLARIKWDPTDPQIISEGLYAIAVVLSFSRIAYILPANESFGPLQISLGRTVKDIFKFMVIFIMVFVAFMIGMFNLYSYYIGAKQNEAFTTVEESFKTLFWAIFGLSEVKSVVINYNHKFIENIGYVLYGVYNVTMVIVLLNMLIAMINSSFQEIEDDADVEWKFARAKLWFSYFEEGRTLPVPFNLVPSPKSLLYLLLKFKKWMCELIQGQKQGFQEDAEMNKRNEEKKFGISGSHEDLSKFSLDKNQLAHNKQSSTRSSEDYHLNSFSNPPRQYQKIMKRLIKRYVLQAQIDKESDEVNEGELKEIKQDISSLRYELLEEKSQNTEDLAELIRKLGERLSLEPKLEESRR
TRPC4 potent: allosteric potentiators of mouse TRPC4 channel; Q9QUQ5; HEK293 TRPC4beta/mu-opioid, DAMGO EC20, Fluo-4 Ca2+ flux; stronger effect = higher value; AID 2227; B-score at 10 µM; 0.42% of 310,000 active;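 active = B-score of calcium response area above 5 SD of library B-scores, with initial fluorescence ratio within 5 SD of library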;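 note: B-score of integrated fluorescence ratio over time as area under calcium response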
TRPC4 block: inhibitors of mouse TRPC4 channel. HEK293 TRPC4beta/mu-opioid, DAMGO-evoked Fluo4 calcium flux; stronger effect = lower value. B-score at 10 µM. 0.39% of 300,000 active. AID 2247;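 active = B-score over 3 SD under the library average, no early fluorescence shift, positive overall ratio signal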
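System: stable TRPC4beta/mu-opioid receptor HEK293 cells; Dosing: single-point compound dosing; Measured by: Fluo4 Ca2+ flux fluorescence; Read-out basis: per-well B score of integrated baseline-normalized Fluo4 ratio.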
TRPC6 inh: blocks the mouse TRPC6 cation channel. 1.1% of 310,000 active. AID 2553. HEK293-TRPC6, membrane potential dye, ACh-evoked depolarization; stronger effect = lower value. B-score at 10 µM. Q61143;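 active = B-score under library mean minus 3 SD, initial fluorescence not abnormally high, positive integrated signal ratio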;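 note: B-score derived from integrated fluorescence ratio over the kinetic read; more negative B-score means stronger inhibition of depolarization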
Starred values were filed as active, the others as inactive; i = inactive; u = inconclusive; x = no result given.

SMILES	HIF act	MrgX1 antagonist	TRPC4 agonist	aSyn 5UTR inh	KLF5 inhibitor	IEC-6 tox	SKKanGAS inh	TRPC6 act	TRPC4 potent	TRPC4 block	TRPC6 inh
O=C(CC(=O)c1ccccc1)Nc1ccccc1C(F)(F)F	1.6	i	i	-63	-24	-7	-4	i	i	i	i
O=C(/C=C/c1ccc(O)c(O)c1)NC(=O)c1ccccc1O	2.0	-7.8*	i	-145	-78	3	7	i	i	i	i
O=C1CN(C(=O)/C=C/c2ccc(Cl)cc2Cl)CCN1	1.9	i	i	-38	-40	1	4	i	i	i	i
Brc1ccc(COc2ncnc3ccccc23)cc1	-0.3	i	i	14	6	-6	6	i	i	i	i
COc1ccccc1NC(=O)CN1CCN(C(=O)c2ccco2)CC1	-0.4	i	i	-17	2	1	-2	i	i	i	i
CC1=NN(c2cccc(C(=O)O)c2)C(=O)/C1=C\C=C/c1ccccc1	0.9	x	i	-64	-21	4	-1	i	i	i	i
CCc1nnc(NC(=O)CCN2C(=O)c3ccccc3S2(=O)=O)s1	0.1	i	i	11	-29	-5	6	i	i	i	i
Cc1ccccc1N=Nc1c(O)n(C)c2ccccc12	1.0	i	i	-20	-3	5	2	i	i	i	i
COc1cccc2c1Oc1ncccc1N(C(=O)CCC(=O)NCc1ccc(C)cc1)C2	-0.5	i	i	10	-16	5	3	i	i	i	i
Cc1nc2nc(C)c(CCC(=O)NCc3ccc4c(c3)OCO4)c(C)n2n1	-0.1	i	i	0	4	-15	-1	i	i	i	i
CCOC(=O)c1nc(Nc2ccc(OC)cc2)c2ccccc2n1	1.1	i	i	-17	-41	-8	0	i	i	i	i
COc1cccc(CN(Cc2ccco2)S(=O)(=O)c2ccc(S(=O)(=O)NCc3ccccc3)cc2)c1OC	x	i	i	x	-7	5	20	i	i	i	i
Cc1ccc(OCC(=O)Nc2nnc(S(=O)(=O)N3CCCCCC3)s2)cc1C	-0.3	i	i	-1	-7	0	22	i	i	i	i
Cc1cc(C2C(C#N)=C(N)Oc3n[nH]c(C)c32)c(C)s1 (stereo unspecified)	0.0	i	i	-21	-34	3	-1	i	i	i	i
CC(C)Sc1nsc2nc(=O)c(/C=C3\C=Nc4ccccc43)c(N)n12	1.0	i	i	-14	-39	2	74*	i	i	i	i

Single values from above.
For HIF act, `CC1=NN(c2cccc(C(=O)O)c2)C(=O)/C1=C\C=C/c1ccccc1` reads 0.9
For KLF5 inhibitor, `Brc1ccc(COc2ncnc3ccccc23)cc1` reads 6

Exported with two lines to a compound: part of the list above.
Sequence of screens: HIF act, MrgX1 antagonist, TRPC4 agonist, aSyn 5UTR inh, KLF5 inhibitor, IEC-6 tox, SKKanGAS inh, TRPC6 act, TRPC4 potent, TRPC4 block, TRPC6 inh
> Brc1ccc(COc2ncnc3ccccc23)cc1
→ -0.3, i, i, 14, 6, -6, 6, i, i, i, i
> O=C(CC(=O)c1ccccc1)Nc1ccccc1C(F)(F)F
→ 1.6, i, i, -63, -24, -7, -4, i, i, i, i

More entries
SMILES	HIF act	MrgX1 antagonist	TRPC4 agonist	aSyn 5UTR inh	KLF5 inhibitor	IEC-6 tox	SKKanGAS inh	TRPC6 act	TRPC4 potent	TRPC4 block	TRPC6 inh
COCCN=C1NC(=O)C(CC(=O)Nc2cccc(Cl)c2C)S1 (stereo unspecified)	0.8	i	i	21	-9	8	-6	i	i	i	i
Cc1ccc(S(=O)(=O)Nc2cc3c(C(=O)O)c(C)oc3c3ccccc23)c(C)c1	-0.9	i	i	-8	5	-3	25	i	i	i	i
CCOC(=O)c1nnc(-c2cccs2)nc1Oc1ccc(Cl)cc1	-0.2	i	i	17	-26	-7	2	i	i	i	i
CCOC(=O)C(C)Sc1nc2c(c(-c3cccs3)c1C#N)CCC2 (stereo unspecified)	-0.2	i	i	-6	-21	13	13	i	i	i	i
C=CCc1c(C)nc(SC)nc1Nc1ccc(C(=O)O)cc1	0.0	i	i	5	-8	2	2	i	i	i	i
COc1ccc(-c2c(NC(=O)c3ccco3)oc3c(C)cccc3c2=O)cc1OC	-0.4	i	i	-50	-15	6	1	i	i	i	i
O=C1c2ccccc2CN1CCNS(=O)(=O)c1ccc(Cl)cc1	-0.2	i	i	6	-18	-8	-3	i	i	i	i
COc1ccc(C2=NN(S(C)(=O)=O)C(c3ccc4nccnc4c3)C2)cc1 (stereo unspecified)	3.5	i	i	-150	-129	4	-5	i	i	i	i
Cc1ccc(C(=O)N2CCNC(=O)C2CC(=O)Nc2ccccc2)cc1 (stereo unspecified)	0.1	i	i	1	-17	-4	-4	i	i	i	i
COc1ccc(OCC(=O)Nc2cccc(-c3nc4ccccc4[nH]3)c2)cc1	1.9	i	i	-159	-81	7	-3	i	i	i	i
O=C(N/N=C/c1ccc(O)c(O)c1)c1cccc(S(=O)(=O)N2CCCCC2)c1	-0.3	i	i	-4	-16	-2	0	i	i	i	i
Nc1ccc2nc3c(=O)n(CCc4ccccc4)c(=O)[nH]c3nc2c1	0.2	i	i	-27	-16	-1	26	i	i	i	i
CN(C)S(=O)(=O)c1ccc(Cl)c(NC(=O)COC(=O)c2ccc3c(c2)NC(=O)CS3)c1	0.0	i	i	6	0	3	5	i	i	i	i
O=C1c2cccc3cccc(c23)C(=O)N1CC1CCCO1 (stereo unspecified)	-0.1	i	i	-50	-3	2	5	i	i	i	i
CCCCn1c(N)c(N(CC)C(=O)c2cccc(S(=O)(=O)N3CCN(C)CC3)c2)c(=O)[nH]c1=O	-0.3	i	i	0	x	x	-9	i	i	i	i
Cc1cc(Cl)ccc1NC(=O)CSc1nnc(-c2ccncc2)n1Cc1ccco1	-0.2	i	i	0	-1	0	-18	i	i	i	i
Cc1ccc(C(=O)NNC(=O)C2CCN(S(=O)(=O)c3ccc(C)cc3)CC2)cc1	-0.1	i	i	14	-34	0	-5	i	i	i	i
Cc1[nH]c2ccccc2c1/C=N/NC(=O)c1cc(-c2cccs2)[nH]n1	0.3	i	i	16	7	4	5	i	i	i	i
O=C(NC1CCCCC1)C1CC(=O)N(c2ccc(Cl)cc2)C1 (stereo unspecified)	-0.3	i	i	25	-19	-1	-2	i	i	i	i
Cc1ccc(CNC(=O)COC(=O)Cn2nc(C)c([N+](=O)[O-])c2C)cc1	-0.3	i	i	14	0	-10	7	i	i	i	i
O=C(Oc1ccccc1Cl)c1ccc2c(=O)n3c(nc2c1)CCC3	0.2	i	i	3	x	x	2	i	i	i	-5.4*
CC1CCc2nn(CC(=O)NCCC3=CCCCC3)cc2C1 (stereo unspecified)	0.6	i	i	-1	4	0	-2	i	i	i	i
COCCN1CCN(Cc2cn(C)nc2-c2ccc(Oc3ccccc3)cc2)CC1	0.3	i	i	6	0	1	0	i	i	i	i
Cc1nn(-c2ccccc2)c(OC(=O)c2cccs2)c1S(=O)(=O)c1ccccc1	0.2	i	i	-3	-3	-6	3	i	i	i	i
CC(C)CC(=O)N=C1SC2CS(=O)(=O)CC2N1Cc1ccccc1 (stereo unspecified)	0.0	i	i	6	-38	-8	-2	i	i	i	i
Cc1ccc(CN(C)C(=O)c2ccccc2Oc2ccccc2)o1	-0.3	i	i	12	2	1	-3	i	i	i	i
CCOC(=O)c1c(NC(=O)c2ccc(S(=O)(=O)N3CCOCC3)cc2)sc2c1CCN(C(C)C)C2	0.3	i	i	-32	19	0	8	i	i	i	i
COc1ccc(-c2cc(C3CC3)nc(N)c2C#N)cc1	-1.3	i	i	35	-8	15	9	i	i	i	i
COC(=O)c1ccc(N2CCC(c3cc(-c4ccc(OC)cc4)n[nH]3)CC2)c([N+](=O)[O-])c1	0.0	i	i	31	-6	-4	90*	i	i	i	i
CCc1cc(C(=O)O)c(NC(=O)/C=C/c2ccc(OC)c(OC)c2)s1	0.5	i	i	7	5	-6	18	i	i	i	i

2 neighbouring compounds from above:
SMILES	HIF act	MrgX1 antagonist	TRPC4 agonist	aSyn 5UTR inh	KLF5 inhibitor	IEC-6 tox	SKKanGAS inh	TRPC6 act	TRPC4 potent	TRPC4 block	TRPC6 inh
O=C(Oc1ccccc1Cl)c1ccc2c(=O)n3c(nc2c1)CCC3	0.2	i	i	3	x	x	2	i	i	i	-5.4*
CC1CCc2nn(CC(=O)NCCC3=CCCCC3)cc2C1 (stereo unspecified)	0.6	i	i	-1	4	0	-2	i	i	i	i

More results.
SMILES	HIF act	MrgX1 antagonist	TRPC4 agonist	aSyn 5UTR inh	KLF5 inhibitor	IEC-6 tox	SKKanGAS inh	TRPC6 act	TRPC4 potent	TRPC4 block	TRPC6 inh
CCOc1ccc2nc(NS(=O)(=O)c3ccc(NC(C)=O)cc3)sc2c1	-0.1	i	i	-13	-42	1	20	i	i	i	i
Cn1c(=O)cc(OCCCC(=O)NCc2ccco2)c2ccccc21	0.0	i	i	23	-20	3	-2	i	i	i	i
Cc1noc(C)c1C(=O)Nc1ccc(Cl)cc1C(F)(F)F	-0.4	i	i	0	-8	0	-1	i	i	i	i
Cc1cc(C(=O)COC(=O)c2n[nH]c3ccccc23)c(C)n1C	-1.1	i	i	29	-108	-3	4	i	i	i	i
CCOc1ccccc1C(=O)Nc1cc(C)ccc1NC(=O)c1ccco1	-0.4	i	i	0	-13	2	-6	i	i	i	i
CC(C)CCn1c(SCc2ccc(Cl)cc2)nc2c1c(=O)[nH]c(=O)n2C	0.3	i	i	u	-17	2	5	i	i	i	i
Cc1nc(C)n(CCNS(=O)(=O)c2ccc(C)c(C)c2)n1	-0.1	i	i	10	-26	4	-2	i	i	i	i

Printed as active in MrgX1 antagonist, of those listed so far:
canonical_smiles	MrgX1 antagonist	TRPC4 agonist	aSyn 5UTR inh	KLF5 inhibitor	TRPC6 act	TRPC4 potent
O=C(/C=C/c1ccc(O)c(O)c1)NC(=O)c1ccccc1O	-7.8*	i	-145	-78	i	i

Bioassay records: PubChem BioAssay, several laboratories
